# High-throughput results deposited in PubChem by several laboratories.
# IDE cell inh: inhibits human insulin-degrading enzyme in HEK cells | P14735 | FAbetaB cleavage, fluorescence polarization | inhibition, % at 5.59 µM | actives 0.41% (n = 320,000) | AID 434962;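 active = percent inhibition above the average of all tested compounds plus 3 SD, set per screening campaign, cut at about 16% in these data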;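 also: IDE supplied by intact live HEK cells; FP after avidin binding of uncleaved biotin substrate so inhibition keeps polarization high; 0% = DMSO wells and 100% = 60 µM reference IDE inhibitor Ii1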
# CHRM5 PAM: CHRM5 positive allosteric modulation; P08912; CHO-K1 hM5, Fluo-8 calcium, ACh EC20 PAM; 0% = ACh EC20, 100% = ACh EC100; activation, % at 3 µM; actives 0.3% (n = 360,000); AID 624038;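 active = activation above the run cutoff, the mean activation of all test compounds plus 3 SD, cut at about 18% in these data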
# Target sequence (P08912 whole entry, looked up): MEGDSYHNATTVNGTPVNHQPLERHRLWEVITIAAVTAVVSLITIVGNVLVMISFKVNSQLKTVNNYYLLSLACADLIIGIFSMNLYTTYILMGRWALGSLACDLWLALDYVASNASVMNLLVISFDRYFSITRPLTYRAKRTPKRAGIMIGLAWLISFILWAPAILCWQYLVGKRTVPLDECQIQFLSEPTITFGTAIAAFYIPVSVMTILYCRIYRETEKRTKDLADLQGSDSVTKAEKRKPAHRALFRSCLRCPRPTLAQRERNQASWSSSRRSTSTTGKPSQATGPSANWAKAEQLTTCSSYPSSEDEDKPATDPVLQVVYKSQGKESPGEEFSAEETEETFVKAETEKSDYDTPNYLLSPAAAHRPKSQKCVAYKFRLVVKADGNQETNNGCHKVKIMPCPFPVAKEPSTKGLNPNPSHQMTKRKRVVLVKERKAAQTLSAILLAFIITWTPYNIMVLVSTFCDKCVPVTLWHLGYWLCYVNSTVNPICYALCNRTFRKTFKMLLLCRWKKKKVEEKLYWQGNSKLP
#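 Replicates: One well per compound, no replicates | System: Human M5 receptor in CHO-K1 cells | Benchmarks: Low control EC20 acetylcholine (0%), high control EC100 acetylcholine (100%) | Probe or stimulus: Acetylcholine, EC20 level | Times: Fluo-8 loading 80 min at 37 °C plus 30 min room temperature | Signal: Intracellular calcium via Fluo-8 fluorescence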
# CRFR2-BP antag: blocks CRF-induced signaling of the CRF-BP/CRF-R2 complex. HEK293 CRF-R2/CRF-BP, CRF-induced calcium fluorescence. inhibition, % at 11.8 µM. actives 0.59% (n = 350,000). AID 588475;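 active = inhibition of the ligand-induced calcium signal above about 50% at the single tested concentration, limit read from the data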
# CHRM5 antagonist: blocks acetylcholine activation of human M5 receptor; CHO-hM5 cells, Fluo-8 calcium fluorescence, ACh EC80; P08912; AID 624040; actives 0.59% (n = 360,000); inhibition, % at 3 µM;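 active = inhibition above a per-plate cutoff, the mean of that plate's test compounds plus 3 SD, cut at about 27% in these data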;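 also: 0% = acetylcholine EC80 with DMSO and 100% = DMSO without agonist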
# CHRM4 agonist: CHRM4 agonism in calcium assay; actives 0.14% (n = 360,000); activation, % at 3 µM; CHO-K1 hM4/Gqi5, Fluo-8 calcium fluorescence; vehicle 0%, full acetylcholine response 100%; P08173;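 active = activation above the run mean over all test wells plus 3 SD, cut at about 32% in these data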;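 also: peak over basal fluorescence ratio per well then scaled between controls; 0% = DMSO wells and 100% = acetylcholine at EC100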
# Target sequence (P08173 whole entry, looked up): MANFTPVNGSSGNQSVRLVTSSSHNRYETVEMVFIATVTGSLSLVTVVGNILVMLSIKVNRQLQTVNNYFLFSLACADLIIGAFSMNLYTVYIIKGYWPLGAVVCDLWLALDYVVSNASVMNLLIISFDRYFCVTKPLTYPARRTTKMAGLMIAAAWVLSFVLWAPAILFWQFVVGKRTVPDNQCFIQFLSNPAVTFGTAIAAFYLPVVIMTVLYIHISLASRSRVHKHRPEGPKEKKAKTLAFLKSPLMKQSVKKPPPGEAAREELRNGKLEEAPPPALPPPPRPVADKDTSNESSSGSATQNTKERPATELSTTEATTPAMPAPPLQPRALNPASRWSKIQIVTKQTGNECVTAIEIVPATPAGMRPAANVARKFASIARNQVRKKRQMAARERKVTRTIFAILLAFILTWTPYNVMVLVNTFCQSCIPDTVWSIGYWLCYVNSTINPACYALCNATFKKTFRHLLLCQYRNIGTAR
# M5 ag: agonists of human muscarinic M5 receptor (CHRM5); P08912; CHO-K1 hM5 cells, Fluo-8 calcium fluorescence; 0% DMSO wells, 100% maximal acetylcholine response; activation, % at 3 µM; actives 0.19% (n = 360,000);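 active = activation above the run's mean over test compounds plus 3 SD, cut at about 23% in these data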;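 also: signal is peak over basal fluorescence ratio across the kinetic read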
# CRFBP-R2 agonist: CRF-BP/CRF-R2 complex agonism. HEK293 CRF-R2/CRF-BP, calcium dye fluorescence (FLIPR); percent of saturating CRF peptide response. activation, % at 13.2 µM. actives 0.46% (n = 350,000). AID 588473;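 active = activation of at least 50%, plus an integration ratio under a set limit after plate pattern correction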;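 also: plate controls were neutral control wells without compound for no effect and CRF at EC100 for full effect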
# CHRM4 antagonist: blocks acetylcholine activation of human M4 receptor. inhibition, % at 3 µM. AID 624125. actives 0.73% (n = 360,000). CHO-hM4 cells, ACh EC80, Fluo-8 calcium fluorescence;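 active = inhibition above its plate's cutoff, the mean inhibition of sample wells plus 3 SD, cut at about 27% in these data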;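 also: 0% = acetylcholine EC80 with DMSO and 100% = DMSO without agonist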
# M4 PAM: CHRM4 positive allosteric modulation; P08173; CHO-K1 hM4/Gqi5, Fluo-8 calcium fluorescence, ACh EC20; 0% = ACh EC20, 100% = maximal ACh; activation, % at 3 µM; actives 0.4% (n = 360,000);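 active = activation above its plate's cutoff, the mean activation of sample wells plus 3 SD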; also: some results filed as inactive read as strong as hits
# * = called active by the depositor; x = no result given.
SMILES,IDE cell inh,CHRM5 PAM,CRFR2-BP antag,CHRM5 antagonist,CHRM4 agonist,M5 ag,CRFBP-R2 agonist,CHRM4 antagonist,M4 PAM
CN(C(=O)c1ccc(NC(=O)Cc2ccccc2)cc1)c1ccccc1,-1,-4,6,-4,3,1,1.7,-4,1
CCCCNCCS(=O)(=O)NCc1ccccc1OC,x,0,-3,-9,1,-1,0.2,-24,3
CCOc1ccc2cc(/C=C/C(=O)c3ccco3)c(Cl)nc2c1,1,0,-24,5,1,0,11,12,3
COc1ccc2cc(C(=O)N3CCCC(Nc4ccc(F)cc4)C3)n(C)c2c1 (stereo unspecified),7,-4,-14,-2,5,0,1.6,-1,3
O=C(NC1CCN(Cc2ccccc2Cl)CC1)c1ccccc1,3,3,-7,0,2,-7,4.4,1,-1
O=C1CC(c2ccc(O)c(O)c2)Oc2cc(O)cc(O)c21 (stereo unspecified),1,3,-3,9,0,3,-0.3,-8,9
O=C(N/N=C/C=C/c1ccco1)/C(=C/c1ccccc1)NC(=O)c1ccccc1,0,-1,3,-4,1,0,0.7,5,6
Cc1c(C)c2ccc(OCC(=O)Nc3ccc(N4CCC(C)CC4)cc3)cc2oc1=O,-2,4,2,-8,3,4,0.0,-13,8
Cc1ccc2oc(=O)c3cnn(CC(=O)N(Cc4ccco4)C4CCCCC4)c3c2c1,-4,-10,-41,4,1,1,1.0,4,-1
COc1cccc(-c2cn3nc(C)c(C)nc3n2)c1,1,4,1,-3,2,0,0.7,7,8
Cn1c(CNC(=O)c2ccco2)nnc1SCC(=O)Nc1cccc(F)c1,-4,5,-7,3,1,1,0.4,3,4
O=C1C2CCCN2C(c2ccccc2)N1c1ccc(F)cc1 (stereo unspecified),5,-5,-2,1,0,0,-0.6,-21,10
O=C(Nc1ccc(-c2cn3ccccc3n2)cc1)c1ccc(Cl)cc1,-2,4,-9,11,2,-1,0.5,-8,0
CC1(C)NC(=O)N(CC(O)COc2cc3ccccc3cc2C(=O)N2CCCCC2)C1=O (stereo unspecified),-1,1,-6,2,2,-2,1.2,-7,16
O=C(/C=C/c1ccccc1Cl)NCc1ccccc1,5,0,4,-1,1,-6,-8.9,-2,3

# Single records, from the list above:
# O=C(/C=C/c1ccccc1Cl)NCc1ccccc1 is listed as IDE cell inh = 5; CHRM5 PAM = 0; CRFR2-BP antag = 4; CHRM5 antagonist = -1; CHRM4 agonist = 1; M5 ag = -6; CRFBP-R2 agonist = -8.9; CHRM4 antagonist = -2; M4 PAM = 3
# O=C1CC(c2ccc(O)c(O)c2)Oc2cc(O)cc(O)c21 (stereo unspecified) is listed as IDE cell inh = 1; CHRM5 PAM = 3; CRFR2-BP antag = -3; CHRM5 antagonist = 9; CHRM4 agonist = 0; M5 ag = 3; CRFBP-R2 agonist = -0.3; CHRM4 antagonist = -8; M4 PAM = 9

# Next section:
SMILES,IDE cell inh,CHRM5 PAM,CRFR2-BP antag,CHRM5 antagonist,CHRM4 agonist,M5 ag,CRFBP-R2 agonist,CHRM4 antagonist,M4 PAM
CC(C)(C)N1C(=O)c2ccccc2NC(=O)C1C(=O)Nc1ccc(N2CCOCC2)cc1 (stereo unspecified),x,-2,x,0,2,1,x,2,2
O=[N+]([O-])c1ccc(CNC2CCCc3ccccc32)cc1 (stereo unspecified),9,-7,1,-4,-1,-1,0.2,6,-11
Cc1cc(C)nc(/N=c2/ssnc2Cl)c1,6,1,-24,8,0,-4,-0.1,1,3
COC(=O)CSc1nnc(-c2cccnc2)n1-c1cc(OC)cc(OC)c1,5,-4,17,-1,1,1,-0.4,5,-6
O=C(OCc1cc2ccccc2[nH]c1=O)c1ccccc1,2,3,13,-2,2,-2,-0.6,1,0
CCN(CC)C(=O)c1c(-c2ccccc2)oc2ccc(O)cc12,3,7,-9,-1,0,-4,-1.9,-11,1
CC(C)CNC(=O)c1ccccc1NC(=O)Nc1ccccc1,2,1,-3,4,4,-8,-0.7,-4,2
Cc1ccccc1Cn1c(=N)n(CC(=O)c2ccco2)c2ccccc21,0,5,-12,-5,6,0,0.3,16,0
CCOC(=O)c1ccccc1NC(=O)CSc1nnc(COc2ccccc2)n1CC,4,4,-2,-1,-1,0,1.1,8,-2
CN(CC(=O)Nc1sc2c(c1C#N)CCCCC2)Cc1nc2ccccc2c(=O)[nH]1,1,-6,21,9,3,3,-0.2,0,2
Cc1c(NCc2ccccc2O)c(=O)n(-c2ccccc2)n1C,2,-4,13,15,2,-3,0.7,-3,-1
Cc1cc(C)nc(NS(=O)(=O)c2ccc(NC(=S)NC(=O)c3ccco3)cc2)n1,-4,-6,-6,7,1,-2,0.6,-2,8
Cc1cc(C)nc(Nc2nc(-c3ccccc3)cs2)n1,-2,9,9,-3,1,11,-1.3,-3,-5
CCOC(=O)C1=C(C)NC(C)=C(C(=O)OCC)C1c1ccco1,-9,-5,2,6,0,-8,-4.9,-15,4
COCCCC1CCN(Cc2cn[nH]c2-c2cc(OC)c(OC)c(OC)c2)CC1,2,1,-14,8,0,3,-1.7,-6,3
COc1ccc(O)c(C(=O)c2cnn(-c3ccccc3)c2)c1,5,4,-14,15,2,-2,0.8,-6,-4
COc1ccc(Cl)cc1NC(=O)NNC(=O)c1ccccn1,x,0,12,4,1,-1,-1.4,-5,6
CN1CCN(C(=O)c2cc3c(c(-c4cccc(C#CC(C)(C)O)c4)n2)[C@@H](CCO)N(S(=O)C(C)(C)C)C3)CC1 (stereo partly specified),x,2,x,-2,1,0,x,-4,-1
O=C(COc1ccccc1Br)NCCc1nc2ccccc2[nH]1,5,-6,-19,3,4,0,10,4,-1
Cc1c(C(=O)NC2CCCc3ccccc32)oc2ccccc12 (stereo unspecified),3,-12,-2,-6,-2,-6,4.0,6,0
C/C(CC(=O)Nc1ccc2c(c1)OCCO2)=N\NC(=O)COc1ccccc1C,7,-3,-9,8,1,-2,1.1,-17,8
COCCCNC(=O)Cn1nnc(-c2ccc(NC(=O)c3ccc(F)cc3)cc2)n1,5,0,17,-5,3,2,6.0,-9,-1
CCOc1ccc(Nc2cc(=O)[nH]c(=O)[nH]2)cc1,-2,3,5,9,1,-2,-0.9,0,-1
COc1cccc(C(NC(C)=O)c2nc(-c3ccc(N(C)C)cc3)cs2)c1 (stereo unspecified),x,1,x,5,2,3,x,2,-2
COCCN(Cc1nc(C(c2ccccc2)c2ccccc2)no1)C(C)C,2,0,3,0,-2,-15,-0.8,7,-5
CCc1ccc(NC(=O)Nn2cnnc2)cc1,1,3,0,7,0,-3,-0.4,3,3
Cc1c(C)n(CC(O)CN2CCN(C)CC2)c2ccccc12 (stereo unspecified),-3,-1,-9,5,0,-9,-0.5,16,-2
Cc1cc(N2CCCCC2)c(F)cc1[N+](=O)[O-],1,-7,2,-5,0,1,-0.1,4,-5
COc1ccc(CCNc2ncnc3c2nnn3Cc2ccccc2)cc1,8,-4,3,0,4,9,0.8,-9,-6
Cc1ccc(C(=O)NC2CCCCCCC2)c(Cl)c1,-4,3,8,4,-1,-2,-0.7,1,-1

# Two entries picked at random from the list so far, as already listed:
SMILES,IDE cell inh,CHRM5 PAM,CRFR2-BP antag,CHRM5 antagonist,CHRM4 agonist,M5 ag,CRFBP-R2 agonist,CHRM4 antagonist,M4 PAM
Cc1ccc(C(=O)NC2CCCCCCC2)c(Cl)c1,-4,3,8,4,-1,-2,-0.7,1,-1
Cc1cc(N2CCCCC2)c(F)cc1[N+](=O)[O-],1,-7,2,-5,0,1,-0.1,4,-5

# Continued.
SMILES,IDE cell inh,CHRM5 PAM,CRFR2-BP antag,CHRM5 antagonist,CHRM4 agonist,M5 ag,CRFBP-R2 agonist,CHRM4 antagonist,M4 PAM
Cn1cc([N+](=O)[O-])c(C(=O)NC2CCCCCC2)n1,x,-1,-4,9,0,-4,0.9,-2,6
Cc1noc(C)c1S(=O)(=O)N(C)C[C@H]1OCc2cnnn2CCCC(=O)N([C@H](C)CO)C[C@@H]1C,x,-4,-3,11,1,1,2.8,-8,6
Cc1ccc(-c2noc(CN3CCOCC3)n2)cc1,5,-2,4,2,0,-1,0.3,2,0
O=C(CSc1nc2ccccc2s1)N/N=C/c1ccco1,0,2,-1,14,3,-1,-3.1,2,3
COc1cccc(NC(=O)c2cccnn2)c1,0,4,2,3,-1,0,5.3,12,-7
COCc1ccc(CN2CCCCC2C(=O)Nc2ccc(Oc3ccccc3)nc2)o1 (stereo unspecified),1,3,-2,-1,3,-4,0.2,15,-13
CCc1ccccc1S(=O)(=O)Cc1ccc(C(=O)N2CCN(c3ccccn3)CC2)o1,-2,-3,-13,7,15,3,0.7,4,-3
Cn1cc(-c2ccccc2C(N)=O)c(=O)c2cc(Cl)ccc21,-2,1,1,-1,0,-2,-1.1,-18,11
CCOC(=O)N1CCN(C(=O)CCCN2C(=O)CSc3nc(C)cc(C)c32)CC1,-3,-2,2,2,0,0,0.3,-9,-1
COCCNC(=O)C(c1ccccc1)N(Cc1cccs1)C(=O)Cn1nnc2ccccc21 (stereo unspecified),-6,-2,13,-7,4,-1,0.9,-11,11
CC1=C(C(=O)N2CCCCCC2)CC(CC(=O)NCCc2ccccn2)C(=O)N1Cc1ccccc1 (stereo unspecified),x,3,x,-2,1,-2,x,-12,15
O=C(NCc1ccccn1)C1CCN(C2CCN(Cc3cccc(F)c3)CC2)CC1,x,1,-8,2,0,-3,-1.2,2,-2
CC1=C(C(=O)N2CCOCC2)C(c2c(F)cccc2F)NC(=O)N1 (stereo unspecified),2,5,13,13,2,3,-1.3,10,9
CC(C)CN(C(=O)c1cccc(S(=O)(=O)N2CCCCC2)c1)C1CCS(=O)(=O)C1 (stereo unspecified),2,0,7,-5,1,-3,-1.8,4,-6
CC(NCCS(=O)(=O)c1ccc(Cl)cc1)c1cccc(Cl)c1 (stereo unspecified),-1,0,-3,0,0,-3,-0.7,-3,-8
CCOc1ccc(N(CC(=O)NC2CC3CCC2C3)S(=O)(=O)c2ccc(C)cc2)cc1 (stereo unspecified),1,2,-6,8,-1,-5,1.7,-14,22*
